# AMA1-RON2 inh: qHTS for Inhibitors of AMA1-RON; Towards Development of Antimalarial Drug Lead: Primary Screen. Potency, µM (top dose mostly 58.2 µM), for inactives: at the top dose activity change, negative = inhibition, actives largely listed as inhibitors. hit rate 0.2% among 360,000. AID 720542, 2013. Plasmodium falciparum AMA1 (3D7) - RON2 peptide interaction. AlphaScreen AMA1-biotinylated RON2 peptide binding;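 note: potency is the fitted concentration of half-maximal effect; 0% = vehicle wells and -100% = peptide control; nearly all actives have a fitted effect of over 45% in size; some results filed as inactive show a strong effect at the top dose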
#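 AMA1 (3D7) with his tag at 25 nM final met compounds first, then biotinylated RON2 peptide at 25 nM; detection used donor plus acceptor beads, 10 µg/mL apiece, read by AlphaScreen after 30 min at room temperature.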
# Sm TGR inh: qHTS Assay for the Inhibitors of Schistosoma Mansoni Peroxiredoxins; Schistosoma mansoni thioredoxin glutathione reductase (TGR), Q962Y6; purified TGR, DTNB reduction, TNB absorbance 405 nm; Potency, µM (doses to about 114 µM), for inactives: at the top dose activity change, negative = inhibition, actives largely listed as inhibitors; hit rate 3% among 360,000; note: potency is the fitted concentration of half-maximal effect; nearly all actives have a fitted effect of over 60% in size
#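 Kinetic colorimetric format: TGR-catalysed, NADPH-driven DTNB reduction monitored via TNB absorbance. Enzyme dispensed at 20 nM; compound exposure 15 min at room temperature before reaction start.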
# AmpC detergent: qHTS Inhibitors of AmpC Beta-Lactamase (assay with detergent) | P00811 | Potency, µM (top dose mostly 114 µM), for inactives: at the top dose activity change, negative = inhibition, hits mostly inhibitors | hit rate 0.041% among 370,000 | AID 485294, 2010 | AmpC hydrolysis of nitrocefin, absorbance 480 nm, 0.01% Triton;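 note: potency is the fitted concentration of half-maximal effect; 0% = no-compound wells and -100% = no-enzyme wells; nearly all actives have a fitted effect of over 25% in size; some results filed as inactive show a strong effect at the top dose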
# Target sequence (P00811 whole entry, looked up): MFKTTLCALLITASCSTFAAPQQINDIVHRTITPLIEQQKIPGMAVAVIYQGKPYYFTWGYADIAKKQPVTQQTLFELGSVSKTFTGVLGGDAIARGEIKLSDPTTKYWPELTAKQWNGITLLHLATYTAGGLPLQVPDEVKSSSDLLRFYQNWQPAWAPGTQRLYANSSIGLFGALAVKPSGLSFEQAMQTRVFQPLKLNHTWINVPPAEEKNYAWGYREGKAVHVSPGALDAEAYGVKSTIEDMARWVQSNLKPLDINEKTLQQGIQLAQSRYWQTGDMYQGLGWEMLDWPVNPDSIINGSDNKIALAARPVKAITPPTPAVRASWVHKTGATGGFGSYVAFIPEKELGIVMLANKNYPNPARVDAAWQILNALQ
#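 AmpC (5.3 nM in the dispensed reagent) in 20 mM phosphate pH 7.0 with 0.01% (detergent screen) or 0.0001% Triton X-100 was preincubated with compounds for 15 min at room temperature. Nitrocefin was then added from an 800 uM solution, and hydrolysis was followed at 480 nm.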
# AmpC no deterg: qHTS Inhibitors of AmpC Beta-Lactamase (assay without detergent); P00811; AmpC nitrocefin hydrolysis, absorbance 480 nm, 0.0001% Triton; Potency, µM (doses to about 57.1 µM), inactives show top-dose activity change, negative = inhibition, most hits filed as inhibitors; hit rate 0.52% among 330,000; AID 485341, 2010;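 note: potency is the fitted concentration of half-maximal effect; plate controls were no compound for no effect and no enzyme for full effect; nearly all actives have a fitted effect of over 20% in size; some results filed as inactive show a strong effect at the top dose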
#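 20 mM phosphate pH 7.0 + 0.01% (detergent screen) or 0.0001% Triton X-100; 5.3 nM AmpC reagent; cpd preinc 15 min RT; nitrocefin (800 uM stock) to start; A480 q20 s × 4 min; Activity was normalised to no-enzyme and no-compound control wells.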
# LmPK inh: qHTS Assay for Inhibitors of Leishmania Mexicana Pyruvate Kinase (LmPK); Q27686; purified LmPK, Kinase-Glo ATP luminescence, 1 h; Potency, µM (highest dose often 57.5 µM), without a hit: at the top dose activity change, negative = inhibition, actives largely listed as inhibitors; hit rate 0.37% among 290,000; AID 1721, 2009; note: potency is the fitted concentration of half-maximal effect
# Target sequence (Q27686 whole entry, looked up): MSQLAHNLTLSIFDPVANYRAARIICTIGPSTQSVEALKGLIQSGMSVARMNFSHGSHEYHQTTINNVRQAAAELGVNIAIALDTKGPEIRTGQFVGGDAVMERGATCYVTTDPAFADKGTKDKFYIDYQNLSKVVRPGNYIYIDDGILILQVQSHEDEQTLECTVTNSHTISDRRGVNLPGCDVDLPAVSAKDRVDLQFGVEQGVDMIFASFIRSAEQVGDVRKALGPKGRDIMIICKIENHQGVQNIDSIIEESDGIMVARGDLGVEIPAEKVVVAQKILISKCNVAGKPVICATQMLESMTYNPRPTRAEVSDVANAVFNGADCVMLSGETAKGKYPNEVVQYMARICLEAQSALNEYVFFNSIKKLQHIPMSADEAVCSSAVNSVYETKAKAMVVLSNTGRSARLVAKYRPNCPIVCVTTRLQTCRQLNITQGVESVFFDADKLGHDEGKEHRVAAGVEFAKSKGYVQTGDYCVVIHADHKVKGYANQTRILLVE
#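 Kinase-Glo luminescence read after 1 h RT reaction of 0.1 nM LmPK with 0.5 mM PEP and 0.1 mM ADP. Activity scaled between uninhibited and enzyme-free controls.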
# TbPYK inhibitor: qHTS of Trypanosoma Brucei Inhibitors. Potency, µM (top dose mostly 76.8 µM), inactives show at the highest dose activity, negative = inhibition, usual class: inhibitors. AID 624173, 2012. TbPYK enzyme, Kinase-Glo Plus ATP luminescence, 45 min. pyruvate kinase (Trypanosoma brucei), Q57TT1. hit rate 0.12% among 410,000; note: potency is the fitted concentration of half-maximal effect; nearly all actives have a fitted effect of over 50% in size
#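 Enzyme and substrate buffer are dispensed first and compound is pin-transferred. ADP at 130 uM final then starts the reaction, which runs 45 min at room temperature. Detection reagent is added for 10 min before luminescence is imaged.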
# HCMV inh: qHTS Assay for inhibitors of the human cytomegalovirus (HCMV). HFF cells, HCMV-luciferase reporter, 72 h; active compounds read low. activity change, negative = inhibition, % at 57.5 µM. hit rate 4.5% among 410,000. AID 1259415, 2018; in the data active = activity change below about -60%; inconclusive = no clear call, values can overlap the other calls; inactive = above about -39%
#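 Steps: HFFs plated, 16 h 37C; compounds added; HCMV-luciferase added to MOI 1 PFU/cell; 72 h 37C; OneGlo reagent, 5 min room temperature; luminescence read, normalized to controls.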
# Starred values were filed as active, the others as inactive; ? = inconclusive; . = no result given; [ ] = remark or other dose. Unless noted, calls come from the whole dose curve; as a rule, active = well fitted curve in the direction sought with a large enough effect; inconclusive = small, poorly fitted or top-dose-only effect, or another doubt; inactive = no such curve, though single readings can be large; an effect the other way counts as inactive or inconclusive. Unless noted, % is set by controls: 0 for no effect and ±100 for the full control effect.
# Results follow in this order: AMA1-RON2 inh | Sm TGR inh | AmpC detergent | AmpC no deterg | LmPK inh | TbPYK inhibitor | HCMV inh
COc1ccc(Cl)cc1NC(=O)CCS(=O)(=O)c1ccc(Br)cc1
→ 13% | ? | -10% | -17% | -3% | -3% | -66*
O=C(C1COc2ccccc2O1)N1CCN(c2nc3ccc([N+](=O)[O-])cc3s2)CC1 (stereo not drawn)
→ 6% | -1% | ? | -22% | . | 0% | 15
C=CCOC(=O)c1ccc(-n2cncn2)nc1
→ -4% | -9% | -5% | -3% | 7% | 3% | 9
CCOC(=O)[C@]12CCCC=C1N(Cc1cccc3ccccc13)C(=O)[C@H](CC(=O)N1CCOCC1)C2
→ -10% | . | . | . | . | -5% | -7
COc1ccc2[nH]c(C(=O)NCc3ccc4c(c3)OCO4)cc2c1
→ 6% | 4% | 8% | -39% | -1% | ? | -2
COc1ccccc1OCC(=O)Nc1ccc(S(=O)(=O)Nc2nc(C)cc(C)n2)cc1
→ 3% | -2% | 3% | -14% | 2% | 3% | 0
COc1cc(OC)c(OC)cc1CNCC1COc2ccccc2O1 (stereo not drawn)
→ -18% | . | . | . | . | 4% | -25
COc1cccc(C2CC(c3ccccc3)=NN2S(=O)(=O)c2ccccc2)c1OC (stereo not drawn)
→ -15% | 8% | 4% | -1% | 5% | -11% | ?
Cc1ccc(-c2nc3ccc([N+](=O)[O-])cc3[nH]2)cc1
→ 7% | -3% | 2% | -29% | -19% | 3% | 22
NC(=O)CSc1nnc(-c2ccco2)n1N
→ 20% | -19% | 0% | -15% | 7% | 0% | 27
CC1(C)CN(c2ccc(F)cc2)C1=O
→ 20% | -1% | 2% | -13% | -4% | 1% | -5
Cc1ccc(CNC(=O)c2cnc3c(-c4ccc(F)cc4)c(C)nn3c2C)o1
→ . | -3% | 2% | . | . | 1% | -19
CN(C)C(=O)c1ccc(-c2cc3onc(-c4ccccc4)c3c(=O)n2C)cc1
→ -8% | . | . | 164%[activator] | . | -10% | 9
COc1ccc(Cn2ccc3nc(C)c(C(=O)NCc4ccc(C)cc4)cc3c2=O)cc1
→ . | 6% | -3% | . | . | -7% | -3
COc1ccc(CN2CCOC2=O)cc1OC
→ 2% | 15% | -9% | -4% | -5% | -2% | -13
COc1cccc(CNC(=O)c2ccc(F)c(S(=O)(=O)N3CCCCC3)c2)c1
→ 0% | . | . | . | . | -8% | 11
CC(Sc1nnc(C2CC2)n1C)C(=O)Nc1ccc(N2CCOCC2)cc1 (stereo not drawn)
→ -6% | -1% | -5% | -1% | . | 1% | 14
COc1ccc(-n2cnnc2SCC(=O)N(C)c2ccccc2)cc1
→ -23% | 0% | ? | 5% | 4% | 3% | ?
Fc1ccc(N2CCN(C3CCC(c4ccccc4)CC3)CC2)cc1 (stereo not drawn)
→ -29% | -24% | -1% | -28% | -2% | -7% | 38
COc1ccc(NS(=O)(=O)c2ccc3oc4ccccc4c3c2)cn1
→ -4% | 0% | 3% | -3% | -4% | -3% | -34
O=C(Nc1nnc(C2CC2)s1)c1cc(-c2ccccc2)nn1-c1ccccc1
→ 23% | 17% | ? | -12% | 0% | 2% | 59
O=C(O)/C(=C\c1ccco1)NC(=O)c1ccc(Br)o1
→ 7% | . | . | . | . | -7% | 29
N#CC1=C(N)Oc2cc(N)ccc2C1c1ccc(F)cc1F (stereo not drawn)
→ -7% | 0% | ? | -37% | 1% | 5% | 38
CCc1nnc(NC(=O)CCC(=O)N2CCN(Cc3ccc(F)cc3)CC2)s1
→ 0% | -24% | -11% | 51% | 1% | 0% | -20
COc1ccc(C(=O)N2CCN(C3CCCCC3)CC2)cc1OC
→ -8% | -11% | -8% | -5% | 3% | -18% | 38
COc1ccc2nc(C)[nH]c(=O)c2c1
→ 16% | -14% | -19% | -2% | 2% | 0% | -24
O=C(NC1CCCCC1)C(c1cccs1)N(CC1CCCO1)C(=O)c1csnn1 (stereo not drawn)
→ -4% | -11% | -13% | 1% | 1% | -3% | -16
Cc1cccc2cc(C#N)c(NCCCNS(=O)(=O)c3ccc(Cl)cc3)nc12
→ 79%[activator] | 6% | -14% | -35% | 1% | 3% | -67*
O=C(Cc1c[nH]c2ccccc12)Nc1nccs1
→ -2% | 0% | ? | -21% | 1% | 1% | 78
COc1ccc(Cl)cc1NC(=O)[C@H]1O[C@@H]2OC(C)(C)O[C@@H]2[C@H]2OC(C)(C)O[C@H]21
→ . | 2% | 13% | . | . | 2% | 19
COc1cc(SC)ccc1C(=O)Nc1ccc2c(c1)CCN2S(C)(=O)=O
→ 6% | 8% | -1% | -16% | 8% | -14% | -18
COc1ccc(S(=O)(=O)N2CCN(Cc3ccc4c(c3)OCO4)CC2)cc1C
→ . | 3% | -1% | . | . | 1% | -8
CCOC(=O)c1c(C)[nH]c(C)c1C(=O)COC(=O)c1sccc1C
→ 0%[11.6 µM] | -8% | -15% | -19% | . | -7% | -5
C/C(=N\NC(=O)c1nnn(-c2nonc2N)c1CN1CCC(C)CC1)c1cccc(Br)c1
→ 58%[activator] | 2% | 1% | 31% | 0% | -8% | -2
c1ccc2c(c1)NC(c1ccncc1)n1c-2nc2ccccc21 (stereo not drawn)
→ -9% | 9% | -2% | -33% | -1% | -2% | 96
COc1cc(NS(=O)(=O)c2ccc(NC(=O)c3ccc(Cl)cc3Cl)cc2)nc(OC)n1
→ . | 3% | 10% | . | . | -4% | 9
COc1cc(CNC(=O)Nc2nc(C(N)c3ccccc3)cs2)cc(OC)c1OC (stereo not drawn)
→ 0% | . | . | . | . | -9% | 23
COc1ccc(OC)c(NC(=O)CNC(=O)Cn2ccc3ccccc3c2=O)c1
→ -3% | 0% | -12% | -2% | 2% | 1% | 1
CCc1nc(NC(=O)NS(=O)(=O)c2ccccc2C(=O)OC)nc(OC)n1
→ -2% | -2% | 2% | -19% | 6% | 2% | 11
OC[C@H]1O[C@@H](c2nc(-c3ccccc3Br)no2)[C@H](O)[C@@H]1O
→ 0% | . | . | . | . | -11% | -2
CSc1ccc(CN2CCC(C)(Oc3cccc(F)c3)C2)cc1 (stereo not drawn)
→ -7% | . | . | . | . | 3% | 7
CC(=O)c1cc2c(cc1NC(=O)CCn1cccc1)OCO2
→ -3% | 35µM* | -4% | -2% | 4% | -4% | 1
CCN1CCN(c2cc(C)c3cc(NC(=S)N(CC)CC)ccc3n2)CC1
→ -4% | -10% | -1% | 17% | 1% | -3% | -29
Cc1ccc(-n2nc3c(c2NC(=O)c2cccs2)CS(=O)(=O)C3)cc1C
→ -7% | -30% | 11% | -32% | -7% | 7% | 7
O=C1c2ccccc2[C@@H]2Cc3csc[n+]3[C@H]12
→ 91%[activator] | . | . | . | . | -6% | 4

# The closing three compounds of the section before are carried over, then new ones follow.
# Results follow in this order: AMA1-RON2 inh | Sm TGR inh | AmpC detergent | AmpC no deterg | LmPK inh | TbPYK inhibitor | HCMV inh
CCN1CCN(c2cc(C)c3cc(NC(=S)N(CC)CC)ccc3n2)CC1
→ -4% | -10% | -1% | 17% | 1% | -3% | -29
Cc1ccc(-n2nc3c(c2NC(=O)c2cccs2)CS(=O)(=O)C3)cc1C
→ -7% | -30% | 11% | -32% | -7% | 7% | 7
O=C1c2ccccc2[C@@H]2Cc3csc[n+]3[C@H]12
→ 91%[activator] | . | . | . | . | -6% | 4
CC(Sc1nnc(-c2ccccc2F)n1C)C(=O)NC1CCCCC1 (stereo not drawn)
→ 4% | -13% | -16% | 3% | . | 0% | 22
COc1ccc(NC(=O)CN(C)C(=O)CCCSc2nc3ccccc3[nH]2)cc1
→ -19% | 0% | -12% | -23% | . | 1% | -20
CC12CCC(CC1=O)C2(C)C (stereo not drawn)
→ 38%[activator] | 8% | -12% | -5% | . | 1% | -14
CC(CC(C#N)(c1ccccc1)c1ccccc1)N1CCCCC1 (stereo not drawn)
→ 2% | . | . | . | . | -1% | -15
COc1cc(CC(=O)OCC(=O)NCc2ccc(C)cc2)cc(OC)c1OC
→ -27% | -19% | -14% | -2% | . | -2% | 0
CCNC(=S)N1CCC(C(O)(c2ccccc2)c2ccccc2)CC1
→ -11% | 13% | -6% | 17% | 1% | -3% | 5
COc1ccc(NC(=O)COC(=O)C2CC(=O)N(c3ccc(C)cc3)C2)cc1 (stereo not drawn)
→ 0% | -3% | 5% | 19% | -3% | -3% | -28
CCc1ccc(CNC(=O)CC2C(=O)NCCN2Cc2ccccc2F)nc1 (stereo not drawn)
→ 78%[activator] | ? | -10% | 25% | -6% | -3% | ?
Cc1cccc(NC(=O)/C(=C/c2cccc([N+](=O)[O-])c2)NC(=O)c2cccs2)c1
→ -2% | 5% | 1% | -33% | 1% | -5% | -5
O=C(CC[C@H]1O[C@@H](n2ccc(=O)[nH]c2=O)[C@H](O)[C@@H]1O)N[C@H](Cc1ccccc1)C(=O)NCC1CCCCC1
→ 19% | . | . | . | . | -8% | -16
O=C(O)c1cccc(-n2c(/C=C/c3cccc([N+](=O)[O-])c3)nc3ccccc3c2=O)c1
→ 7% | -9% | -8% | -27% | 9% | 4% | -7
Cc1nc(SCC(=O)NCC2CCCO2)c2c3c(sc2n1)CCCC3 (stereo not drawn)
→ 99%[activator] | -10% | -13% | 122%[activator] | 9% | -1% | 18
O=C(NC1CC(=O)N(c2ccccc2)C1)C1CCCC1 (stereo not drawn)
→ . | -7% | -1% | . | . | 2% | 67
COc1ccc(C(=O)NCC(=O)NCC(=O)OCC(=O)c2ccc(Br)cc2)cc1
→ 1% | -17% | 0% | -13% | 0% | 0% | -8
N#CC(C(=O)CCN1C(=O)C2CC=CCC2C1=O)c1nc2ccccc2[nH]1 (stereo not drawn)
→ 69%[activator] | -8% | -4% | -18% | 4% | 3% | -18
CCOc1ccc2nc(SC3CC(=O)N(c4ccc(OC)cc4)C3=O)sc2c1 (stereo not drawn)
→ 38%[activator] | -31% | 3% | -29% | -2% | -2% | 29
COC(=O)c1ccc(S(=O)(=O)N2CCC(c3nc4ccccc4o3)CC2)cc1
→ 5% | 0% | 2% | -12% | 3% | -5% | -36
CCn1c(SCC(=O)c2[nH]c(C)c(C(C)=O)c2C)nnc1-c1ccccc1
→ -3% | 1% | -10% | 16% | -1% | -5% | -37

# Screening data (PubChem BioAssay)
